# Assay outcomes (PubChem BioAssay)
# HDAC3 inhib = human HDAC3 inhibition. O15379. recombinant HDAC3, fluorogenic peptide/trypsin coupled, fluorescence. inhibition, % at 8.3 µM. 320,000 compounds, 0.15% hits. AID 2718; in the data active = inhibition above about 26%, passing the limit was not always enough
# KCNK3 inh = human KCNK3 channel inhibition, primary screen; 340,000 compounds, 0.84% hits; CHO-KCNK3 thallium flux, FluxOR fluorescence; stronger effect = lower value; B-score at 10 µM; AID 602410; O14649;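 active = B-score under library mean minus 4 SD, starting fluorescence ratio at most library mean plus 5 SD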;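 note: more negative B-score means stronger inhibition of thallium flux through KCNK3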
# KCNQ1 inh = inhibitors of human KCNQ1 potassium channel; 310,000 compounds, 1.3% hits; B-score at 10 µM; CHO-K1 KCNQ1, FluxOR thallium flux fluorescence; stronger effect = higher value; P51787;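 active = compounds whose thallium flux B-score, printed positive for inhibition, exceeds three library SD while starting fluorescence stays within three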;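 note: channel opened by potassium depolarization with thallium stimulus after 20 min compound exposure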
# Dyrk1A ADPGlo = Dyrk1A (rat) kinase inhibition; inhibition, % at 12.5 µM; 310,000 compounds, 0.43% hits; AID 504441; Q63470; ADP-Glo luminescence, NFATc1 peptide; in the data active = inhibition above about 50%;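 note: plate controls were vehicle with enzyme for no effect and no enzyme for full effect; many of its hits are not listed in these tables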
# KCNK9 inh = inhibitors of human KCNK9 two-pore domain potassium channel | Q9NPC2 | 310,000 compounds, 1.2% hits | B-score at 10 µM | HEK293 KCNK9, FluxOR thallium flux fluorescence; stronger effect = lower value;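 active = ratio B-score over 3 SD below the library mean, with starting fluorescence within 5 SD of its mean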;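 note: negative B-score means less thallium flux so channel inhibition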
# GSK3 alpha inh = inhibitors of human GSK-3 alpha kinase; P49840; ADP-Glo luminescence, 60 min; inhibition, % at 10 µM; 320,000 compounds, 0.1% hits;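 in the data active = inhibition above about 50%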;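 note: GST-tagged GSK-3 alpha with peptide substrate and 25 µM ATP; 0% = DMSO neutral wells and 100% = GW8510 positive control wells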
# GSK3beta inhib = human GSK3beta kinase inhibition. P49841. AID 2097. 300,000 compounds, 0.038% hits. activity score (negative = inhibition), % at 10 µM. GST-GSK3beta kinase, ADP-Glo luminescence, 60 min; stronger effect = lower value;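 active = more than half of replicate wells score below -50%, meaning over 50% inhibition versus plate controls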;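 note: 0% = median DMSO wells and -100% = median GW8510 positive control wells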
#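 Test system: GST-fused GSK3beta enzyme, cell-free | Quantity: 1.6 ng GST-GSK3beta enzyme per well | Reagent: 25 µM ATP with peptide substrate | Schedule: 60 min enzyme reaction, room temperature | Signal: Luminescent ADP-Glo measurement of ADP formed | Read-out basis: Score relative to plate controls | Control set: DMSO and 20 µM GW8510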
# RGS4 pot = potentiators or activators of RGS4. HEK293 M3R/inducible RGS4, carbachol calcium flux Fluo4; stronger effect = lower value. B-score at 10 µM. 310,000 compounds, 0.92% hits;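 active = B-score of the integrated calcium signal more than 4 SD below the library mean, with starting fluorescence not abnormally high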;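 note: negative B-score means reduced calcium response which marks RGS4 activation or potentiation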
#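 Also added: carbachol at ECmax as muscarinic agonist stimulus; Assay system: HEK293 cells with stable M3R and inducible RGS4; Timing: overnight RGS4 induction, 30 min dye load 37 °C, 20 min compound RT; Measured by: Fluo4-AM (2 µM) calcium-flux fluorescence, kinetic read.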
# PolyA inhibitor = blocks polyadenylation in yeast reporter cells. S. cerevisiae SKY197-pL101 polyadenylation reporter, beta-gal luminescence; efflux-impaired pdr1/pdr3 knockout yeast; score 100 = 6 SD above DMSO. AID 1875. 300,000 compounds, 0.02% hits. calls only at 12 µM;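 active = lowest replicate activity score at least 50, where 100 means six control SD above control mean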;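 note: yeast exposed to compound for 9 h at 30 °C; higher score means more reporter readthrough which indicates perturbed polyadenylation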
# KCNQ1 act = potentiators or activators of human KCNQ1 potassium channel; 310,000 compounds, 0.35% hits; B-score at 10 µM; P51787; AID 2648; CHO-K1 KCNQ1, thallium flux FluxOR fluorescence; stronger effect = higher value;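 active = fluorescence ratio B-score, a plate-corrected score, at least three library SD, with initial intensity B-score within 5 SD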
#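 Medium – assay buffer, equal DMSO in all wells · Material – CHO-K1 cell line with stable KCNQ1 potassium channel expression · Signal – kinetic FluxOR thallium fluorescence, 10-s 1-Hz baseline, 110-s post-stimulus read · Compound – single concentration per compound, DMSO matched to controls · Schedule – 37 °C overnight plating, 90-min dark dye load, 20-min compound pretreatment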
# hERG protect = compounds protecting human hERG from proarrhythmic drug block | AID 1511 | 310,000 compounds, 0.51% hits | Q12809 | CHO-hERG, FluxOR thallium flux, dofetilide IC70 present | activation (rescue from dofetilide block), less the hit threshold, % at 10 µM;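 active = activation above the mean of controls blocked by dofetilide plus 5 SD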;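 note: thallium influx through hERG after potassium depolarization seen as dye fluorescence rise; in these data hits start at about 4.7%; inactives centre near -7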
# Target sequence (Q12809 whole entry, looked up): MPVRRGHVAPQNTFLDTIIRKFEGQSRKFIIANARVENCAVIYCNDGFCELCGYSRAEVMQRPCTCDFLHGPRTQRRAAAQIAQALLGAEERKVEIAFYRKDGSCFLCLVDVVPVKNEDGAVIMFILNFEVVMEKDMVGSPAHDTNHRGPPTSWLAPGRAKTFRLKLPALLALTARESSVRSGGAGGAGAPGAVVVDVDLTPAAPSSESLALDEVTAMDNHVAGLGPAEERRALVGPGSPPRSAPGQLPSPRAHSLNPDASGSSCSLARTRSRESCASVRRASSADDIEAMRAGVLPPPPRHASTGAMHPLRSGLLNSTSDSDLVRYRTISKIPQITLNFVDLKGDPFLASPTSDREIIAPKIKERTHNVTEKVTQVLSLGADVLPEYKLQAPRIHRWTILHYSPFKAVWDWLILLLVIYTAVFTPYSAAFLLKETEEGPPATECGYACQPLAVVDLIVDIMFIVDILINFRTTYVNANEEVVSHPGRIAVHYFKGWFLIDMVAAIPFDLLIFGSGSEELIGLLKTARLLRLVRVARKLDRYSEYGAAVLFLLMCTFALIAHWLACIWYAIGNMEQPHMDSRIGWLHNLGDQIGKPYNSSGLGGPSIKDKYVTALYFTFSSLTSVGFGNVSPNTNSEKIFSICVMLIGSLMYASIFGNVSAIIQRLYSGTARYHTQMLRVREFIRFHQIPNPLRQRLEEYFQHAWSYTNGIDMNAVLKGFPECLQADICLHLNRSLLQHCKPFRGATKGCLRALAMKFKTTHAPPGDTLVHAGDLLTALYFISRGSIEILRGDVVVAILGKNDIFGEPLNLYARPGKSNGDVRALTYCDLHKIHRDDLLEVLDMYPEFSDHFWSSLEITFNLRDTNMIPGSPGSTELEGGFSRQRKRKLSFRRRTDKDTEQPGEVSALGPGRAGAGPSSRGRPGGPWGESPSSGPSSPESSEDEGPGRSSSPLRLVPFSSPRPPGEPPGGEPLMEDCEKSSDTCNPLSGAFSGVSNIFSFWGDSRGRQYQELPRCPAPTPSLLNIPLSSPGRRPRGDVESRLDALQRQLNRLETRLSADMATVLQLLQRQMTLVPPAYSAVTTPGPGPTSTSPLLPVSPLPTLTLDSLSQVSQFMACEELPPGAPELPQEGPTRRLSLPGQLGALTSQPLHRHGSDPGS
# * = called active by the depositor; i = inactive; x = not tested or not shown. The list is partial (hit frequency here may not be typical).
# Each structure is followed by: HDAC3 inhib, KCNK3 inh, KCNQ1 inh, Dyrk1A ADPGlo, KCNK9 inh, GSK3 alpha inh, GSK3beta inhib, RGS4 pot, PolyA inhibitor, KCNQ1 act, hERG protect
> Cc1ccc(C(=O)Nc2cccc(C(F)(F)F)c2)cc1NC(=O)c1ccno1
  11, i, i, -2, i, 0, 2, i, i, i, -5
> Cc1ccccc1-c1nc(-c2ccc(NC(=O)c3cccs3)cc2)no1
  5, i, i, 5, i, 1, -1, i, i, i, -11
> CCCCC1=CC2=CC(=O)C(C)(OC(=O)c3ccco3)C(=O)C2=CO1 (stereo unspecified)
  -3, x, i, x, i, -2, 2, i, i, i, -8
> Cc1cc(N=CC2=C(O)CCCC2=O)no1
  -8, i, i, 0, i, 0, 1, i, i, i, -5
> CCOC(=O)[C@@H]1[C@H]2COc3ccc(Br)cc3[C@H]2N2C(=O)N(c3cccc(Cl)c3)C(=O)[C@]12C
  -6, i, i, 6, -11*, -1, 1, i, i, i, -8
> CCOC(=O)C1(Cc2cccc(OC)c2)CCCN(C(=O)c2ccccc2C)C1 (stereo unspecified)
  5, i, i, 1, i, 1, 0, i, i, i, -16
> CN=c1oc2ccc(Cl)cc2cc1C(N)=O
  4, i, i, 14, i, 0, 1, i, i, i, -16
> Cc1cc(C)cc(NC(=S)NCc2ccncc2)c1
  -2, i, i, x, i, -2, 3, i, i, i, -10
> CCOC(=O)N1CCN(CC(=O)Nc2c(C(=O)OC)[nH]c3cccc(Cl)c23)CC1
  -10, i, i, 4, i, -2, -3, i, i, i, -9
> Cc1nc(CCNC(=O)C2CCC(=O)N(CCc3cccc(F)c3)C2)sc1C (stereo unspecified)
  1, i, i, -8, i, x, -2, i, i, i, -10
> CC(C)c1nc(N2CCN(C(=O)c3ccco3)CC2)c(C#N)c2c1COC(C)(C)C2
  -1, i, i, 14, i, 0, -1, -11*, i, i, -21
> Cc1ccc2oc(=O)c3cnn(CC(=O)NCCc4ccsc4)c3c2c1
  x, i, i, 5, i, 1, -2, i, i, i, -12
> COc1cccc(CN(C(=O)COc2ccccc2[N+](=O)[O-])C2CCS(=O)(=O)C2)c1 (stereo unspecified)
  -2, i, i, -4, i, x, 2, i, i, i, -8
> O=C(Cn1c(=O)c2cccn2c2ccccc21)NCCc1ccccc1
  -2, i, i, -1, i, 0, 2, i, i, i, -5
> Nc1nc2cc3ccccc3cc2[nH]c1=O
  -3, i, i, 1, i, 1, 2, i, i, i, -4
> COc1ccc2cnn(-c3ccccc3)c(=O)c2c1OC
  2, i, i, -2, i, -3, -1, i, i, i, -7
> COC(=O)C1=C(C(=O)c2ccc(C)cc2)C(c2ccccc2)n2nnnc2N1 (stereo unspecified)
  2, i, i, -6, i, -4, -2, i, i, i, -3
> CCOc1ccc(NC(=S)NC(=O)/C=C/c2ccc(OC)cc2)c([N+](=O)[O-])c1
  -4, i, i, 26, i, -1, 2, i, i, i, -10
> CSc1ccc(C(=O)N2CCC(CCC(=O)NCc3ccc(F)cc3)CC2)cc1
  x, i, i, -3, i, x, -2, i, i, i, -8
> Cc1ccnc(NC(NC(=O)C(C)C)(C(F)(F)F)C(F)(F)F)c1
  5, i, i, -2, i, 2, 4, i, i, i, -6
> CCOc1ccc(CCNS(=O)(=O)c2cc3c(cc2C)NC(=O)CO3)cc1OCC
  0, i, i, -3, i, 0, 2, i, i, i, -6
> O=C(NNC(=O)c1ccccc1Cl)c1cc2cc(OC(F)(F)F)ccc2[nH]1
  4, i, i, 1, i, 7, 4, i, i, i, -5
> C/C(CC(=O)Nc1ccccn1)=N\NC(=O)c1ccc2ccccc2c1
  6, i, i, -1, i, -1, 5, i, i, i, -7
> CN(Cc1c(C(=O)N/N=C/c2ccc(O)cc2)nnn1-c1nonc1N)c1ccccc1
  9, i, i, 37, i, 75*, 2, i, i, i, -8
> COc1ccc(C(=O)NCc2ccc(S(N)(=O)=O)cc2)cc1[N+](=O)[O-]
  -3, i, i, -3, i, 1, 6, i, i, i, -9
> O=C(/C=C/c1ccc(Br)cc1)NC(=S)NNC(=O)c1ccco1
  5, i, i, -6, i, 7, 12, i, i, i, -14
> CCCC(=O)NC(=S)Nc1ccc(N2CCN(C(=O)c3cccs3)CC2)cc1
  2, i, i, -3, i, -2, 3, i, i, i, -10
> CCCCNC(=O)/C(C#N)=C/c1cccnc1
  -2, i, i, 0, i, -50, -4, i, i, i, -17
> COc1ccccc1OC(C)C(=O)Nc1ccc(S(=O)(=O)Nc2nccs2)cc1 (stereo unspecified)
  -1, i, i, -3, i, -1, x, i, i, i, -6
> COc1cc2cc(Oc3ccc4ccc(=O)oc4c3)c(=O)oc2cc1OC(C)=O
  -2, i, i, 6, i, -7, 1, i, i, i, -3
> CCOC(=O)c1c(C)[nH]c(C(=O)OCC(=O)Nc2cc(C)c(Cl)cc2OC)c1C
  -1, i, i, 0, i, 0, 2, i, i, i, -2
> Cc1ccc(S(=O)(=O)NCC(=O)OCC(=O)Nc2ncc(Cl)cc2Cl)cc1
  -6, i, i, -1, i, -1, 1, i, i, i, -12
> Cc1cc(S(=O)(=O)N2CCCCC2CCNC(=O)C(=O)NCC2CCCO2)ccc1F (stereo unspecified)
  -1, i, i, x, i, -1, 1, i, i, i, -11
> Cc1cccc(C(=O)NC2CCCc3ccccc32)c1 (stereo unspecified)
  -1, x, i, x, i, 1, 3, i, i, i, -16
> CCn1cc(CN2CCN(CCC(C)C)C(CCO)C2)c2ccccc21 (stereo unspecified)
  -1, i, i, 13, i, -2, 4, i, i, i, -9
> CC(NC(=O)CN(c1cccc(C(F)(F)F)c1)S(C)(=O)=O)c1ccccc1 (stereo unspecified)
  -3, i, i, 4, i, -1, -4, i, i, i, -4
> COc1ccc(NC(=O)CSCC(=O)Nc2cc(Cl)ccc2N2CCOCC2)cc1
  -6, i, i, -4, i, -3, -3, i, i, i, -20
> CCn1nnc(NC(=O)c2cccnc2Cl)n1
  -5, i, i, -1, i, -1, -3, i, i, i, -10
> Cc1cnccc1CNC(=O)CC1C(=O)NCCN1CC(C)(C)C (stereo unspecified)
  -2, i, i, -3, i, 3, 3, i, i, i, -4
> O=C(Nc1ccnn1C1CCN(C2CCCCC2)CC1)c1cccc(F)c1
  x, i, i, 5, i, x, 2, i, i, i, -6

# Random excerpt: 6 records from the list
# Each structure is followed by: HDAC3 inhib, KCNK3 inh, KCNQ1 inh, Dyrk1A ADPGlo, KCNK9 inh, GSK3 alpha inh, GSK3beta inhib, RGS4 pot, PolyA inhibitor, KCNQ1 act, hERG protect
> CCn1nnc(NC(=O)c2cccnc2Cl)n1
  -5, i, i, -1, i, -1, -3, i, i, i, -10
> COc1ccc(NC(=O)CSCC(=O)Nc2cc(Cl)ccc2N2CCOCC2)cc1
  -6, i, i, -4, i, -3, -3, i, i, i, -20
> O=C(NNC(=O)c1ccccc1Cl)c1cc2cc(OC(F)(F)F)ccc2[nH]1
  4, i, i, 1, i, 7, 4, i, i, i, -5
> Cc1cnccc1CNC(=O)CC1C(=O)NCCN1CC(C)(C)C (stereo unspecified)
  -2, i, i, -3, i, 3, 3, i, i, i, -4
> COc1ccc(C(=O)NCc2ccc(S(N)(=O)=O)cc2)cc1[N+](=O)[O-]
  -3, i, i, -3, i, 1, 6, i, i, i, -9
> Cc1cc(S(=O)(=O)N2CCCCC2CCNC(=O)C(=O)NCC2CCCO2)ccc1F (stereo unspecified)
  -1, i, i, x, i, -1, 1, i, i, i, -11

# (next part)
# Each structure is followed by: HDAC3 inhib, KCNK3 inh, KCNQ1 inh, Dyrk1A ADPGlo, KCNK9 inh, GSK3 alpha inh, GSK3beta inhib, RGS4 pot, PolyA inhibitor, KCNQ1 act, hERG protect
> Cc1cc(C(=O)CSc2nnnn2-c2ccccc2)c(C)n1CCc1ccccc1
  1, i, i, -4, i, -3, 1, i, i, i, -3
> O=C(c1ccccc1)N1CCN(C(=O)N2CCCCC2)CC1
  -1, i, i, -9, i, 3, 2, i, i, i, -8
> CCC(=O)Nc1ccc(NC(=O)CSc2nnnn2C2CCCC2)cc1C
  x, i, i, -5, i, x, 0, i, i, i, -10
> C/C(=N/NC(=O)c1cccs1)c1cccc(N)c1
  3, i, i, 1, i, -1, -3, i, i, i, -8
> O=C(Nc1nccs1)c1cc2sccc2n1Cc1ccc(Cl)cc1
  3, i, i, -3, i, -1, -2, i, i, i, -5
> CCN1CCCC(OC(=O)c2cc(-c3ccccc3Cl)nc3ccccc23)C1 (stereo unspecified)
  3, i, i, 8, -6.7*, 1, -3, i, i, i, -11
> COCCNC(=S)Nc1cc2oc3ccccc3c2cc1OC
  4, i, i, x, i, -2, -1, i, i, i, -13
> COc1ccc(/C=C(/NC(=O)c2ccccc2)C(=O)N/N=C/c2ccncc2)c(OC)c1
  1, i, i, -2, i, -2, -26, i, i, i, -6
> Cc1ccccc1Nc1nccc(N(C)C)c1C#N
  3, i, i, -4, i, -1, 2, i, i, i, -3
> CC1(C)Cc2cccc(OCC(N)=O)c2O1
  -6, i, i, 2, i, -3, -4, i, i, i, -4
> CCOC(=O)CN1CCC(c2cc(-c3ccc(Cl)cc3)n[nH]2)CC1
  -3, i, i, -1, i, 2, 0, i, i, i, -14
> COc1ccccc1-c1noc(-c2ccncc2)n1
  0, i, i, 12, i, 7, -3, i, i, i, -5
> COc1ccc([N+](=O)[O-])cc1COc1ccc2c(-c3ccccc3)cc(=O)oc2c1
  -11, i, i, -4, i, 0, -1, i, i, i, -2
> Cn1cc(/C=C/c2cc[n+](C)cc2)c2cc(F)ccc21
  11, i, i, 12, i, 8, 0, i, i, i, -36
> COc1ccc(/C=C/C(=O)C(C)(C)C)cc1OC
  7, i, i, -3, i, -3, -1, i, i, i, -1
> c1ccc2c(c1)CC1(CCCC1)n1nnnc1-2
  1, i, i, 0, i, 4, 3, i, i, i, -12
> Cc1cc(C)n(CC(O)CN2c3ccccc3Sc3ccccc32)n1 (stereo unspecified)
  3, i, 6*, 12, i, 0, -8, i, i, i, -11
> COC(=O)c1nnn(CC(=O)NC(=O)Nc2cccc(C)c2C)c1C(=O)OC
  6, i, i, 12, i, 9, -6, i, i, i, -8
> COc1cc(/C=C/C(=O)Nc2cccc(S(=O)(=O)NC3=NCCCCC3)c2)ccc1OCC#N
  3, i, i, 3, i, -1, 4, i, i, i, -18
